5HT1a ag – human 5-HT1a receptor agonists, primary screen, cell-based, CHO, Ga15 NFAT-bla reporter. AID 567, 2006. 5-hydroxytryptamine receptor 1A (Homo sapiens), P08908. activation, % at 10 µM. actives 0.56% (n = 65,000). CHO 5-HT1a Ga15 NFAT-bla reporter, FRET ratio; 0% basal, 100% maximal reference agonist;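 active = activation above the screen-wide mean activation plus 3 SD, cut at about 19% in these data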;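 also: 0% = DMSO wells and 100% = 5-CT at EC100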
Target sequence (P08908 whole entry, looked up): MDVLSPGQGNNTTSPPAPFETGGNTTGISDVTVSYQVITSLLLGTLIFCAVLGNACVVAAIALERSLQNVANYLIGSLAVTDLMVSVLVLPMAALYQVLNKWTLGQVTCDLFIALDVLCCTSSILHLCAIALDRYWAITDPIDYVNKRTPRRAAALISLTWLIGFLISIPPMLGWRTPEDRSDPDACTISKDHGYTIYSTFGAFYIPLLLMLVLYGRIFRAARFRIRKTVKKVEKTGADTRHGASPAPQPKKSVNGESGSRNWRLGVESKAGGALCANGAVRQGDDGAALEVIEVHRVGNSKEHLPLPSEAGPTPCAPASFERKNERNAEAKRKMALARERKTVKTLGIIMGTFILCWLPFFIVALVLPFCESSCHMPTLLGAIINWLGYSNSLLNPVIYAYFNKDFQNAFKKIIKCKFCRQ
5-HT1A blocker – human 5-HT1a receptor antagonists, primary screen, cell-based, CHO, Ga15 NFAT-bla reporter | 5-hydroxytryptamine receptor 1A (Homo sapiens), P08908 | CHO 5-HT1a Ga15 NFAT-bla reporter, antagonist mode | inhibition, % at 10 µM | actives 0.68% (n = 62,000) | AID 612, 2007;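 active = inhibition above the mean of all tested compounds plus 3 SD, cut at about 43% in these data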;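 also: receptor stimulated by 5-CT agonist at 100 nM near EC80; beta-lactamase reporter measured by ratiometric fluorescence of a cleavable substrate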
M1 agonist – M1 muscarinic receptor agonists, primary screen, CHO-M1 cells, Fluo-4 calcium, agonist mode | AID 626, 2007 | B-score at 10 µM | actives 3% (n = 64,000) | Fluo-4 calcium fluorescence; stronger effect = higher value;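 active = fluorescence rise, raw or as B-score row- and column-corrected plate score, outside the 99.7% band of its plate's samples, either direction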
S1P3 ag – human S1P3 receptor agonists, primary screen, cell-based, primary and confirmation, NFAT-BLA reporter | activation, % at 4.5 µM | Sphingosine 1-phosphate receptor 3 (Homo sapiens), Q99500 | S1P3 NFAT-BLA reporter cells, agonism, FRET ratio; relative to 1 µM S1P, basal subtracted | actives 0.1% (n = 60,000) | AID 373, 2006;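 active = activation above the screen-wide mean plus 3 SD, cut at about 4.5% in these data, passing the limit was not always enough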; also: some compounds called inactive have numbers as strong as hits
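material = human S1P3 NFAT-BLA reporter CHO cells | schedule = 4 h compound at 37 °C, 2 h substrate at RT | measured by = fluorescent BLA substrate, ex 405 nm, em 460/535 nm ratio | controls = 1 µM S1P reference | replication = primary once, confirmation triplicate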
M1 antagonist – antagonists of rat M1 muscarinic receptor; B-score at 10 µM; actives 3.4% (n = 64,000); CHO-M1 cells, Fluo-4 calcium, ACh EC80 antagonist mode; stronger effect = lower value; Muscarinic acetylcholine receptor M1 (Rattus norvegicus), P08482; AID 628, 2007;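 active = calcium fluorescence response, raw or row-and-column corrected B-score, differing from the plate sample mean either way at a set confidence level, mostly lower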
S1P1 ag-PAM – S1P1 agonists and agonism potentiators, primary screen, cell-based, primary and confirmation screens, CRE-bla reporter; Sphingosine 1-phosphate receptor 1 (Homo sapiens), P21453; S1P1 CRE-bla cells, forskolin, beta-lactamase FRET, potentiator mode; S1P1 agonist co-added at EC20, 2 nM; 100% = saturating reference agonist, 0% = basal; activation, % at 9.5 µM; actives 0.57% (n = 56,000);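 active = activation above a cutoff set at the mean activation of all tested compounds plus 3 SD, cut at about 54% in these data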;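 also: forskolin at 4 µM as EC80 and the EC20 agonist is SEW2871; 100% = SEW2871 at its EC100 plus forskolin at EC80; some compounds past the cut are filed as inactive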
Target sequence (P21453 whole entry, looked up): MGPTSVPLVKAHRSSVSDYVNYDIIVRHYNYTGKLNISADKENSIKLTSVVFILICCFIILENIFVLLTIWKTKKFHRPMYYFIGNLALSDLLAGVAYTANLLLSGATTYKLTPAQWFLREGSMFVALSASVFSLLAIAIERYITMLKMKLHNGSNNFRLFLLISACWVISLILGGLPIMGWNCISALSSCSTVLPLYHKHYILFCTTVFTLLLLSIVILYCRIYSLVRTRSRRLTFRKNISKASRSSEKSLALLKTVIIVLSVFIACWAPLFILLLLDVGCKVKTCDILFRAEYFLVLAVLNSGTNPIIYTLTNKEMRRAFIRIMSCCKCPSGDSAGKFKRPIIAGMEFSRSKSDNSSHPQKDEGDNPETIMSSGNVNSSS
Jurkat tox 60K – cytotoxicity toward Jurkat T cells, primary screen, cytotoxicity control, cell-based, Jurkat E6.1, 60K MLSMR library; Jurkat E6.1 viability, ATP luminescence, 48 h; AID 463, 2006; actives 1.2% (n = 56,000); inhibition, % at 4 µM;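 active = inhibition above the mean inhibition of all tested compounds plus 3 SD, cut at about 28% in these data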
HTR1E agonist – 5-HT1E receptor agonists, primary screen, cell-based, HTS; CHO 5-HT1E Ga15 NFAT-bla reporter, FRET; 0% DMSO wells, 100% control agonist wells; 5-hydroxytryptamine receptor 1E (Homo sapiens), P28566; AID 574, 2007; actives 0.69% (n = 65,000); activation, % at 6 µM;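 active = activation above a set limit, the screen-wide mean activation plus 3 SD, cut at about 8.5% in these data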;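 also: 100% = positive control agonist at 1 µM giving full maximal response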
HTR1E antagonist – 5-HT1E receptor antagonists, primary screen, cell-based, HTS | AID 571, 2007 | actives 0.99% (n = 65,000) | CHO 5-HT1E Ga15 NFAT-bla reporter, FRET, antagonist | inhibition, % at 6 µM | 5-hydroxytryptamine receptor 1E (Homo sapiens), P28566;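 active = inhibition above a set limit, the mean inhibition across every tested compound plus 3 SD, cut at about 29% in these data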;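 also: signal is the 460 over 535 nm emission ratio of beta-lactamase substrate; 0% = agonist plus DMSO wells and 100% = wells without agonist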
Active calls of the source: *; nt = not tested or not shown.

SMILES	5HT1a ag	5-HT1A blocker	M1 agonist	S1P3 ag	M1 antagonist	S1P1 ag-PAM	Jurkat tox 60K	HTR1E agonist	HTR1E antagonist
COc1cc(-c2nnc(SCC(=O)OC3CCCCC3)o2)cc(OC)c1OC	-1.5	-20	0.11	-1.2	-0.008	-18	5	0.2	-7
COc1ccc(Cl)cc1C(=O)Nn1c(C)nc2ccccc2c1=O	-1.1	0	0.17	-1.6	-0.0073	10	-6	-0.1	1
CCOc1cc(S(=O)(=O)N(CC)CC)ccc1Br	-1.0	-11	0.54	-0.8	-0.24	-14	4	-0.3	0
CCN(CC)CCN1C(=O)C(=O)/C(=C(/O)c2c(C)[nH]c(C(=O)OC)c2C)C1c1ccccc1OC (configuration not stated)	0.5	10	-0.35	-1.0	0.0076	-2	4	-0.7	10
CCN(CC)C(=O)CN(c1ccc(F)c(Cl)c1)S(C)(=O)=O	-1.4	-5	-0.62	-1.3	0.017	8	5	0.6	3
Clc1ccccc1-c1nnc2sc(CCc3ccccc3)nn12	-0.3	8	-0.72	0.0	-1.1	nt	-4	-2.9	9
Cc1cc(C(=O)N2CCN(S(C)(=O)=O)CC2)sc1-c1ccccc1	-1.3	3	-0.57	-0.7	-0.09	-6	3	-1.2	-2
O=C(CN1CCOCC1)Nc1ccc(S(=O)(=O)NC2CCCCC2)cc1	0.2	0	-0.5	-1.0	-0.91	-1	12	1.0	-7
CCCn1c(=O)c2c(nc(Br)n2CCC)n(C)c1=O	1.7	4	0.3	-0.5	-0.1	-36	3	0.7	7
Cc1c(CNCc2cccs2)c(C(=O)O)c(C)n1Cc1ccccc1	0.8	5	-0.45	-0.7	-1.7	2	5	-1.0	4
CCn1c(NCc2cccc(OC)c2OC)nc2ccccc21	1.0	9	-0.13	-1.2	0.052	26	3	1.1	26
COc1ccccc1-n1cnc2cc(NS(=O)(=O)c3ccccc3)ccc21	-2.6	27	0.076	-0.2	-0.082	2	-1	0.3	6
Cc1ccc(Oc2ccc(S(=O)(=O)N3CCOCC3)cc2C(N)=O)c(-n2nc3ccccc3n2)c1	2.3	18	0.27	-0.7	-0.022	0	87*	-0.1	39*
O=C(Cn1cnc2c(nnn2Cc2ccc(Cl)cc2)c1=O)OCc1ccccc1	0.5	1	-0.22	-0.5	0.54	-17	11	-0.2	0
CSc1nc(SCC(N)=O)c2c3c(sc2n1)CN(C)CC3	-1.8	-22	-0.85	nt	-5.1*	nt	nt	-0.6	1
CCOC(=O)CC(=O)Nc1cc(Cl)ccc1O	-2.2	-12	-0.24	0.1	0.16	-26	0	0.7	-4
CC(C)=CCSc1nnc([C@@H](NC(=O)OC(C)(C)C)C(C)C)o1	0.3	1	-0.2	0.7	-0.77	-7	2	-0.8	7
Nc1nc(-c2ccc(Cl)cc2)nn1C(=O)c1cccnc1	0.2	-2	0.28	-1.6	1.4	1	1	1.0	-2
O=C(CSc1nnnn1-c1ccc2c(c1)OCCO2)OC1CCCCC1	-0.7	-1	nt	-0.7	nt	-16	2	-0.2	0
CCc1ccc(C2=Nn3c(nnc3-c3cccs3)SC2)cc1	0.6	-18	0.96	-0.4	-0.01	-8	0	1.7	-4
O=C(c1c(Cl)cccc1Cl)N1CCN(c2ccccn2)CC1	-0.3	9	0.51	-0.9	-0.17	21	4	-0.2	-5
CCOC(=O)N1CCN(C(=O)CSc2ncccn2)CC1	-1.9	-2	-0.88	-0.8	-0.39	-8	3	-0.5	-1
CSc1nsc(SCC(=O)N2CCCc3ccccc32)n1	-0.9	-4	0.3	0.1	-0.44	-1	3	-0.3	-2
Cc1[nH]nc2c1C(Cc1ccccc1)C(C#N)=C(N)O2 (configuration not stated)	-2.1	2	-0.73	-0.8	0.62	12	-3	0.5	14
O=C1CN(CC(=O)N2CCOCC2)c2ccccc2O1	-2.4	0	-0.42	-0.2	1.1	0	2	0.2	10
Cn1c(=O)oc2cc(S(=O)(=O)N3CCC(C(=O)N4CCN(c5ccccc5)CC4)CC3)ccc21	1.9	8	-1.7	-0.7	0.14	-1	-13	-1.8	17
O=C(NCc1ccc(F)cc1)C1CCN(S(=O)(=O)N2CCCCC2)CC1	-1.6	-1	-1.3	-0.1	-0.28	7	-4	0.8	1
O=C(CCN1CCN(Cc2ccccc2)CC1)Nc1cccc(Cl)c1	-1.7	8	nt	-2.9	nt	5	3	0.6	-1
O=C(c1cccc(F)c1)N1CCN(C(=O)c2nn3cccnc3c2Cl)CC1	-2.2	-4	-0.13	-0.3	0.55	nt	-6	-0.5	0
Clc1ccc2c(c1)C1OCCC1C(c1ccco1)N2 (configuration not stated)	-1.0	36	-1.2	-0.2	-1.1	10	6	-0.3	3
CC1CCCCN1c1nnc(NC(=O)Cn2c(=O)oc3ccccc32)s1 (configuration not stated)	2.1	-4	0.053	-1.3	-0.063	-32	2	0.2	-4
Cc1cc(C)cc(N2CCN(C(=O)N3CCOCC3)CC2)c1	-3.7	6	0.29	-1.2	0.11	19	-6	0.1	9
Cc1cccc(S(=O)(=O)NCCC(=O)OC(C)C(=O)NC(=O)NC2CCCCC2)c1 (configuration not stated)	0.7	-13	-0.13	-0.8	0.16	-7	13	-0.6	7
CSc1cccc(NC(=O)C2CCCN(S(=O)(=O)c3cnc[nH]3)C2)c1 (configuration not stated)	-4.3	5	0.017	2.1	0.5	0	7	0.0	-4
Cc1ccc2c(CC(=O)OC3CCOC3=O)coc2c1 (configuration not stated)	-1.9	10	0.5	-0.2	-0.033	-12	1	-0.6	-3
COc1ccc(N2CCN(C(c3ccccc3)c3nnnn3Cc3ccc(F)cc3)CC2)cc1 (configuration not stated)	-1.2	8	-0.47	-1.5	-0.029	6	4	0.0	4
CC(C)C(NC(=O)OCc1ccccc1)C(=O)OCC(=O)N1C(C)CCCC1C (configuration not stated)	-0.9	-9	-0.58	-0.5	-0.33	9	-6	0.0	-3
COC(=O)c1cccc(NC(=O)c2cccc(OC)c2)c1	-1.8	0	1.4	-0.1	0.17	nt	8	-0.2	3
Cc1cc(NC(=O)CSc2ccc3nnc(-c4ccccn4)n3n2)no1	-3.7	-1	-0.046	0.0	-0.61	-30	-2	0.2	2
COc1ccc(Cl)cc1NC(=O)NC(C)c1ccncc1 (configuration not stated)	-0.6	11	-1	-1.1	0.98	4	3	-0.7	6
CCOC(=O)c1nnn(-c2nn3nnnc3c3ccccc23)c1C	-1.5	2	-0.12	-0.9	0.0042	1	12	-0.2	1
CCCn1nc(NS(=O)(=O)c2ccccc2)c2cc3ccccc3nc21	24*	0	-1.9	-1.2	0.015	19	-4	1.6	-1
O=C(NCCCN1CCCC1)c1cccc(N2CCCC2=O)c1	-1.7	7	-0.13	nt	-0.39	nt	nt	-0.7	0
COc1ccccc1CNC(=O)Cn1cnc2ccccc2c1=O	-0.6	2	-0.96	nt	0.32	nt	nt	-0.1	2
CCOc1ccccc1NC(=O)CSc1nnc(-c2ccco2)o1	-1.6	14	0.23	-1.2	-0.26	-2	24	0.0	22

Retrieved one by one from the entries so far (two):
SMILES	5HT1a ag	5-HT1A blocker	M1 agonist	S1P3 ag	M1 antagonist	S1P1 ag-PAM	Jurkat tox 60K	HTR1E agonist	HTR1E antagonist
CCOC(=O)CC(=O)Nc1cc(Cl)ccc1O	-2.2	-12	-0.24	0.1	0.16	-26	0	0.7	-4
COc1ccccc1CNC(=O)Cn1cnc2ccccc2c1=O	-0.6	2	-0.96	nt	0.32	nt	nt	-0.1	2

The results go on.
SMILES	5HT1a ag	5-HT1A blocker	M1 agonist	S1P3 ag	M1 antagonist	S1P1 ag-PAM	Jurkat tox 60K	HTR1E agonist	HTR1E antagonist
Cc1cc(C)c(S(=O)(=O)Nc2ccc(OCC(=O)O)cc2)c(C)c1	-0.1	-15	-0.73	-0.6	0.029	1	-6	-0.7	-17
COc1ccc(Cc2nnc3c4cnn(C)c4ncn23)cc1	-1.8	-8	0.32	-1.0	-0.044	nt	3	0.1	6
CCN(CC)C(=O)C(C)N(C#N)c1nc(NC(C)C)nc(NC(C)C)n1 (configuration not stated)	1.1	-2	0.33	nt	0.14	nt	nt	-0.7	3
Cc1cccc(N2CC34C=CC(O3)C(C(=O)O)C4C2=O)c1 (configuration not stated)	-3.7	-6	0.52	-1.4	0.011	0	-6	0.3	2
N#CC(=C1CCCC1)c1nc(-c2ccccc2O)cs1	-0.9	15	nt	nt	nt	nt	nt	0.1	-8
Cc1cccc(NC(=O)CCN2C(=O)C3C4C=CC(C4)C3C2=O)n1 (configuration not stated)	-1.0	-1	0.026	-0.7	-1.3	-8	-2	0.2	-1
O=C(OCc1nnc(-c2ccccc2)o1)c1ccc2c(c1)OCCO2	-0.2	-16	-0.87	-0.3	-1.5	4	1	-0.2	2
CC(=O)N1CCc2cc(C(=O)CN3CCC(C)CC3)ccc21	-1.3	4	-0.023	0.1	-0.0042	-30	-4	0.2	10
CC(C1CC1)N(C(=O)c1ccccc1O)c1ccccc1 (configuration not stated)	1.6	11	-0.36	-1.4	-3.6*	-28	9	-1.0	2
O=C1CC(c2ccc(Cl)cc2)n2nc(N3C(=O)CCC3=O)nc2N1 (configuration not stated)	-3.0	5	-0.95	-1.0	-0.32	1	-1	0.4	10
COCCn1c(C(C)C)nc2oc3ccccc3c(=O)c2c1=O	-1.9	4	0.11	-1.1	0.11	-28	6	1.3	2
NC(=O)Cn1cnc(-c2ccccc2)c1	-2.7	2	0.17	-1.0	-0.39	11	1	-0.6	-3
COCCCNc1nc2c([nH]1)c(=O)[nH]c(=O)n2C	-2.7	-5	0.76	-0.1	-0.22	-10	2	1.2	-3
O=c1[nH]n(-c2ccccc2)c(=O)c2ccccc12	-2.7	5	1.6	-1.2	-0.62	15	0	0.1	-11
COc1ccc(S(=O)(=O)Cc2ccc(C(=O)NCc3ccccn3)o2)cc1	-0.7	7	0.23	-0.9	0.47	-14	2	0.1	-2
O=C(CC(C(=O)O)C1CCCO1)NCCc1ccc2c(c1)OCO2 (configuration not stated)	1.5	6	0.39	-1.1	-0.065	8	-9	0.3	8
CCOc1ccccc1-c1nc(C(N)=O)c2[nH]c(=O)n(-c3ccccc3)c2n1	-1.5	14	0.1	0.3	0.61	1	-5	0.3	-2
Cn1c(=O)n(Cc2ccco2)c(=N)c2c3c(sc21)CCC3	-0.5	7	0.56	-0.3	0.1	nt	-1	1.1	1
Cn1c(NC(=O)c2ccc(F)c(F)c2)cc(=O)n(C)c1=O	-1.5	-10	0.72	-0.8	1	-18	-8	0.5	2
CC(=O)Nc1nonc1-c1nc2ccccc2n1Cc1ccccn1	0.6	-4	0.45	-0.4	0.14	-8	0	-0.3	1
COCCCNc1nc2c(c(=O)[nH]c(=O)n2C)n1CC(O)COc1ccccc1C (configuration not stated)	-1.9	7	-0.29	-0.4	-3.6*	-17	3	-0.4	8

Source: PubChem BioAssay (several laboratories)
